# BCR signal inh: blocks chronic active B-cell receptor signaling; ABC-DLBCL IkBa-CBG/CBR reporter, luminescence ratio, 4 h; Potency, µM (titrated, usually from 46.1 µM), for the others: top-dose ratio change, negative = lower green/red ratio, most hits filed as inhibitors; 0.05% of 340,000 active; active means well fitted inhibition curve with a large enough effect in the signal ratio, with a control signal flat, not every such curve was filed as active; inconclusive means small, poorly fitted or top-dose-only effect, or effect the other way, or a change in a side signal; the % refers to the signal ratio;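 further: potency means the concentration at half of the fitted maximal effect; plate controls were basal doxycycline-induced cells for no effect and cells given 10 µM MG132 for full effect; MG132 reads +100%, hits lower the ratio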
#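 Concentration-response series (up to 46 uM) were applied to TMD8 dual-reporter cells for 4 h at 37C with doxycycline. Green/red ratio, after filter-overlap correction, defined %Activity; red signal alone was normalised to basal cells and zero luminescence.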
# GALK inh: blocks human galactokinase activity. Purified GALK, Kinase-Glo residual ATP luminescence. 0.007% of 270,000 active. AID 1868. Potency, µM (highest dose often 57.5 µM), for the others: at the highest dose activity change, negative = inhibition, most hits filed as inhibitors; further: potency means the concentration at half of the fitted maximal effect; on the % scale 0 is the no-effect control and ±100 the full control effect
#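 Kinase-Glo Plus luminescence measured ATP left after a 1 h room-temperature reaction. The reaction used 5 nM GALK, 100 uM galactose and 35 uM ATP at pH 8.0 (20 mM HEPES, 5 mM MgCl2, 60 mM NaCl, 1 mM DTT, 0.01% BSA).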
# Giardia kill: Giardia lamblia killing; 0.15% of 340,000 active; activity change, % at 7.66 µM, hits read low; Giardia lamblia trophozoite viability; in the data active means activity change below about -80%; inconclusive means between about -30% and that limit;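 further: parasites exposed to compound for two days anaerobically before the ATP read; on the % scale 0 is the no-effect control and ±100 the full control effect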
#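 Each well holds 100 Giardia trophozoites and compound. After two days (48 hrs) at 37 deg C in anaerobic conditions, ATP is quantified by luminescence.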
# PTAP TSG101 blk: blocks PTAP/TSG101 interaction to inhibit HIV-1 budding | 340,000 tested, under 10 active | Fluorescence polarization, FITC-PTAP peptide / Tsg101 binding | Q99816 | Potency, µM (doses to about 115 µM), for the others: top-dose activity change, negative = inhibition, usual class: inhibitors | AID 493005; active means well fitted inhibition curve with a large enough effect in the main read-out, with a control signal flat, not every such curve was filed as active; inconclusive means small, poorly fitted or top-dose-only effect, or effect the other way, or a change in a side signal; inactive means no such curve, though single readings can be large or run the other way; further: potency means the concentration at half of the fitted maximal effect; % of control where 0% means no effect
#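 Compounds were pin-transferred onto Tsg101 binding domain (10 uM final) in HEPES pH 7.5 buffer, then FITC-PTAP peptide was added at 50 nM final. After 20 min at RT, polarization reported peptide displacement across a qHTS concentration series.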
# Tb PFK inh: blocks T. brucei phosphofructokinase. 0.17% of 330,000 active. AID 485367. Potency, µM (series often up to 57.5 µM), for inactives: at the highest dose activity, negative = inhibition, hits mostly inhibitors. T. brucei PFK, ADP-Glo luminescence;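 further: potency means the concentration at half of the fitted maximal effect; 0% = uninhibited 1x PFK enzyme wells and -100% = no-enzyme wells; nearly all actives have a fitted effect of over 60% in size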
#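 1.25 nM PFK with 0.5 mM F6P and 0.1 mM ATP in 0.1 M TEA pH 8.0, 5 mM MgCl2, incubated 45 min at room temperature; ADP measured by ADP-Glo luminescence; compounds titrated up to 57 uM.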
# PKM2 activator: PKM2 (human) enzyme activation | purified PKM2, Kinase-Glo ATP luminescence, activation; response scale: 0% is enzyme alone, no compound | Potency, µM (series often up to 57.5 µM), for inactives: at the top dose activation, most hits filed as activators | 0.34% of 260,000 active | AID 1631; further: potency means the concentration at half of the fitted maximal effect; on the % scale 0 is the no-effect control and ±100 the full control effect; nearly all actives have a fitted effect of over 55% in size
#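 hPK-M2, >95% pure; 0.1 mM ADP / 0.5 mM PEP final; imidazole pH7.2 buffer w/ 7 mM MgCl2, 50 mM KCl; 1 h RT; Kinase-Glo lum. Intermediate enzyme activity for dual inhibitor/activator qHTS.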
# B2AR arrestin: recruits beta-arrestin to the human beta2-adrenergic receptor; 0.02% of 330,000 active; Potency, µM (doses to about 46.1 µM), without a hit: top-dose activation, usual class: activators; beta-arrestin recruitment to beta2AR, cell-based reporter; AID 492947; P07550;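 further: potency means the concentration at half of the fitted maximal effect; 0% = DMSO controls and full agonism = EC100 isoproterenol or metaproterenol; nearly all actives have a fitted effect of over 65% in size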
# Target sequence (P07550 whole entry, looked up): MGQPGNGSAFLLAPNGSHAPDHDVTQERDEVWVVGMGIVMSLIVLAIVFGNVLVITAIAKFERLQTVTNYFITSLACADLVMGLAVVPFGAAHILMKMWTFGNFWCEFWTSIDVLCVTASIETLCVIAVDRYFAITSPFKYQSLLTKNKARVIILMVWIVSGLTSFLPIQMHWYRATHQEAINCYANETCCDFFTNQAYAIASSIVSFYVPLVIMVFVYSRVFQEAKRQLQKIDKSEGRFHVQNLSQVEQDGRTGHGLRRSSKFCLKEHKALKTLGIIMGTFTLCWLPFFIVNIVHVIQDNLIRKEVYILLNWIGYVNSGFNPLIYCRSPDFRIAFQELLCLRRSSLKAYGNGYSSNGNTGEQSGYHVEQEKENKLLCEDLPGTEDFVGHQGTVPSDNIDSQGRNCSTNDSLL
# ASM inhibitor: blocks human secretory acid sphingomyelinase; P17405; placental ASM, HMU-PC fluorogenic substrate, 60 min; Potency, µM (top dose mostly 57.5 µM), for inactives: at the top dose activity change, negative = inhibition, hits mostly inhibitors; 0.006% of 340,000 active; further: potency means the concentration at half of the fitted maximal effect
#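 Human placenta-derived ASM preincubated with compound 10 min at room temperature, then reacted with 9 uM (final) fluorogenic HMU-PC substrate for 60 min at 37 C. Stop solution raises pH to 10; fluorescence read at Ex 386/Em 447 nm.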
# Menin MLL FP TR: menin-MLL binding inhibition, Texas Red mutant peptide; O00255; Menin + Texas Red MLL mutant peptide, fluorescence polarization; Potency, µM (titrated, usually from 61.6 µM), without a hit: at the top dose FP activity change, negative = inhibition, usual class: inhibitors; 0.23% of 270,000 active; active means well fitted inhibition curve with a large enough effect in the polarisation, with a control signal flat, not every such curve was filed as active; inconclusive means small, poorly fitted or top-dose-only effect, or effect the other way, or a change in a side signal; inactive means no such curve, though single readings can be large or run the other way; the % refers to the polarisation; further: potency means the concentration at half of the fitted maximal effect; % of control where 0% means no effect; many of its hits are not listed in these tables
# Target sequence (O00255 whole entry, looked up): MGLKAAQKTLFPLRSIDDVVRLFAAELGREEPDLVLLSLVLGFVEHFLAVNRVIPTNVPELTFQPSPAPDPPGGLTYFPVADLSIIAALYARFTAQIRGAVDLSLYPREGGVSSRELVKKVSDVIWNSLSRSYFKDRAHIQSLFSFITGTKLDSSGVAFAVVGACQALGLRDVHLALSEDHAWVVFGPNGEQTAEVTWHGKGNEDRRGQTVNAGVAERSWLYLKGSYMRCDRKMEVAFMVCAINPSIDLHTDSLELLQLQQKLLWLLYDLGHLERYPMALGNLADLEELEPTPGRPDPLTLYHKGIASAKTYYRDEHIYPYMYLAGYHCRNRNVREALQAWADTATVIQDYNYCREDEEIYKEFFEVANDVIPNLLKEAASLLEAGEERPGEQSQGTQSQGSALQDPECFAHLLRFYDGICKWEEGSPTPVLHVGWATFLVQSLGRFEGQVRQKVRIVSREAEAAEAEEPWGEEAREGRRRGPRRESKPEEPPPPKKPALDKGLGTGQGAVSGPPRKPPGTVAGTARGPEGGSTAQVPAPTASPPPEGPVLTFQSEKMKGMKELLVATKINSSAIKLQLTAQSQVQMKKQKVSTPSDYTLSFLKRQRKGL
# FBPA coupling cs: inhibits coupling enzyme system, counter-screen for aldolase hits. coupling enzyme system counterscreen, AmpLite Red fluorescence. activity change, negative = inhibition, % at 58.2 µM, hits read low. 0.67% of 290,000 active; in the data active means activity change below about -30%; further: on the % scale 0 is the no-effect control and ±100 the full control effect
#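 Final compound at 57.5 uM, incubated 10 min at RT with coupling enzyme reagent (glyceraldehyde-3-phosphate), then 20 min with substrate and AmpLite Red detection. Fluorescence read at 525/598 nm; tests interference with the coupling assay, not aldolase inhibition.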
# a7 integrin act: activates integrin-mediated alleviation for muscular dystrophy; alpha7betagal myoblasts, beta-gal FDG fluorescence, 48 h; Potency, µM (top dose mostly 38.3 µM), for inactives: top-dose activation, most hits filed as activators; 0.064% of 350,000 active;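 further: potency means the concentration at half of the fitted maximal effect; 100% = response of the positive control SU9516; nearly all actives have a fitted effect of over 60% in size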
#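 alpha7betagal+/- myoblasts (passage 13, 250/well) treated 48 h at 37C with compounds at 1:260 dilution of DMSO stock. Lysed, then beta-galactosidase activity read as FDG fluorescence (ex 480/em 540) after 30 min, with pre-read for autofluorescence.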
# * hit, by the source's call; ? = inconclusive; nt = no result given; [ ] = another dose, or the depositor's remark. Unless noted, the call rests on the fitted dose curve; in most records, active means well fitted curve in the direction sought with a large enough effect; inconclusive means small, poorly fitted or top-dose-only effect, or another doubt; inactive means no such curve, though single readings can be large; an effect the other way counts as inactive or inconclusive. An excerpt (hit frequency here may not be typical).
# Every second line gives: BCR signal inh | GALK inh | Giardia kill | PTAP TSG101 blk | Tb PFK inh | PKM2 activator | B2AR arrestin | ASM inhibitor | Menin MLL FP TR | FBPA coupling cs | a7 integrin act
> COc1ccc([C@H]2[C@H](C(C)=O)N3N=Cc4ccccc4C3C23C(=O)OC(C)(C)OC3=O)cc1 (some centres undefined)
→ 1% | 0% | -11 | -5% | -4% | -12% | -0.7% | -3% | 2% | -12 | 11%
> CCc1cccc(C)c1NC(=O)CN1C(=O)NC(C)(CCC(C)C)C1=O (centres undefined)
→ 0% | nt | 3 | -3% | 1% | nt | -1.2% | 3% | nt | nt | -43%
> CN(C)C=NC(=O)/C(C#N)=C1\CCc2ccccc2N1
→ 2% | 0% | 21 | -2% | -6% | 0% | -0.3% | 3% | -3% | 2 | 12%
> Cc1c(C(=O)N/N=C/c2cccc(O)c2)nnn1-c1nonc1N
→ 1% | -4% | 13 | -5% | -3% | -1% | -0.6% | -2% | -1% | 0 | -6%
> COCCSc1ccccc1C(=O)NCC1CCCO1 (centres undefined)
→ nt | 1% | 3 | -3% | nt | 6% | nt | 5% | 5% | 3 | -43%
> O=C1CC[C@@H](CN(Cc2ccccc2)Cc2cn[nH]c2-c2cc3ccccc3o2)N1
→ ? | 7% | 11 | -3% | -1% | -1% | 7.6% | -2% | -12% | -9 | -3%
> COc1ccccc1NC(=O)C(C)OC(=O)CCCN=C1NS(=O)(=O)c2ccccc21 (centres undefined)
→ 0% | nt | -9 | 3% | 0% | nt | 0.4% | 2% | nt | nt | 3%
> COc1cc(C(C)=O)ccc1OCC(=O)Nc1cc(Cl)ccc1-n1cncn1
→ -1% | nt | 24 | 0% | 4% | nt | -0.2% | -1% | nt | nt | 8%
> C=CCOn1c(=O)c(-c2ccc(C)cc2)[n+]([O-])c2ccccc21
→ 3% | 1% | 6 | 0% | 3% | nt | 0.4% | 0% | 1% | 0 | 4%
> COCCCNC(=S)NNC(=O)c1ccc(S(=O)(=O)N2CCC(C)CC2)cc1
→ -3% | 0% | -15 | -2% | 3% | -1% | 0.0% | -5% | 22% | -1 | -19%
> Cc1ccc(COc2ccc(CNCCCN3CCCCCC3=O)cc2)cc1
→ -11% | 6% | -15 | -5% | 15% | nt | -0.3% | -1% | ? | -1 | -67%[inhibitor]
> Cc1ccc(NS(=O)(=O)c2ccc(F)cc2)nc1
→ 4% | -3% | -16 | -3% | -7% | 8% | -0.5% | 4% | 1% | -2 | ?
> N#Cc1ccccc1OCC(=O)NC(=O)NCc1ccco1
→ ? | -2% | -21 | 0% | -7% | 0% | 0.1% | 2% | nt | 1 | 3%
> CCCc1ccc(OCc2ccc(C(=O)Nc3cccc(C)n3)o2)c(OC)c1
→ 3% | 0% | ? | 0% | 0% | 0% | -0.4% | -14% | ? | 0 | 18%
> Nc1ccc(S(N)(=O)=O)cc1N
→ ? | -4% | -5 | -5% | 1% | ? | -0.6% | 2% | ? | -28 | -11%
> Cc1ccccc1OCCN1C(=O)NC2(CCCc3ccccc32)C1=O (centres undefined)
→ 0% | -3% | 5 | -3% | -2% | -10% | 0.2% | -1% | nt | 3 | -4%
> O=C(CCCN1C(=O)c2ccccc2C1=O)Nc1c2c(nc3c1CCC3)CCC2
→ 0% | 1% | 1 | -3% | 0% | -18% | 5.3% | 4% | 0% | -3 | 13%
> OC1CCN(C(c2ccc3ncccc3c2)c2nnnn2C2CCCCC2)CC1 (centres undefined)
→ 0% | 4% | 15 | 0% | -2% | -7% | -0.1% | -5% | -1% | 0 | 12%
> C=Cn1cc[n+](CC(=O)c2ccc(C)cc2)c1
→ ? | 0% | 12 | -2% | -3% | -5% | -0.2% | 0% | 6% | 0 | -27%
> CCNC(=S)NNC(=S)NCc1ccccc1
→ -1% | nt | 1 | -2% | -2% | -10% | -0.6% | 1% | 0% | 0 | -7%
> O=C(NCCc1ccc(F)cc1)C(=O)NCC1CCCN1S(=O)(=O)c1cccs1 (centres undefined)
→ -20% | nt | -19 | -16% | 0% | nt | -1.1% | 3% | nt | nt | 3%
> CCSc1nnc(NC(=O)C2CCCN(S(=O)(=O)c3cnc[nH]3)C2)s1 (centres undefined)
→ ? | 0% | -22 | 2% | 2% | -3% | -0.4% | -1% | -4% | -6 | -14%
> Cc1cc2nc3n(c2cc1C)CC1CC(C(=O)NCc2cccc(Br)c2)N(C)C31 (centres undefined)
→ -2% | nt | -20 | -1% | -5% | nt | 0.0% | 7% | nt | nt | -14%
> CCC(=O)c1ccc(OCC(=O)OC(C)C(=O)N2CCc3ccccc32)cc1 (centres undefined)
→ 0% | nt | 16 | -1% | -2% | nt | -0.7% | -10% | nt | nt | 30%
> O=C(O)/C=C\c1cccc(-n2nnnc2SCc2ccccc2F)c1
→ -3% | -1% | -2 | -2% | 2% | nt | 0.6% | 6% | 32%[activator] | 15 | ?
> COc1ccc2c(c1)c(C(=O)N/N=C/c1ccc(Br)cc1)c(C)n2C
→ -6% | -1% | 34[activator] | -2% | 7% | 3% | -0.4% | -18% | nt | -3 | -38%
> CCc1ccc(NC(=O)COc2ccc3c(c2)OCO3)cc1
→ 4% | 6% | 4 | -3% | -3% | 2% | -0.5% | 2% | nt | nt | -3%
> Cc1cc(C)n(CC2CC(=O)N(c3ccccc3)C2=O)n1 (centres undefined)
→ -4% | -1% | 41[activator] | -1% | -6% | 0% | -1.3% | 2% | nt | 2 | 41%
> CCOC(=O)c1ccc(NC(=O)Nc2c(C)nn(C)c2C)cc1
→ 1% | 1% | 11 | -2% | -6% | -1% | 0.0% | -3% | 1% | 3 | 1%
> NNC(=S)Nc1cccc(-c2n[nH]c(=S)o2)c1
→ 0% | nt | -10 | -5% | 0% | -15% | -0.4% | 5% | nt | 3 | ?

# In the list so far, 5 contain an aryl methoxy group.
# Every second line gives: BCR signal inh | GALK inh | Giardia kill | PTAP TSG101 blk | Tb PFK inh | PKM2 activator | B2AR arrestin | ASM inhibitor | Menin MLL FP TR | FBPA coupling cs | a7 integrin act
> COc1ccc([C@H]2[C@H](C(C)=O)N3N=Cc4ccccc4C3C23C(=O)OC(C)(C)OC3=O)cc1 (some centres undefined)
→ 1% | 0% | -11 | -5% | -4% | -12% | -0.7% | -3% | 2% | -12 | 11%
> COc1ccccc1NC(=O)C(C)OC(=O)CCCN=C1NS(=O)(=O)c2ccccc21 (centres undefined)
→ 0% | nt | -9 | 3% | 0% | nt | 0.4% | 2% | nt | nt | 3%
> COc1cc(C(C)=O)ccc1OCC(=O)Nc1cc(Cl)ccc1-n1cncn1
→ -1% | nt | 24 | 0% | 4% | nt | -0.2% | -1% | nt | nt | 8%
> CCCc1ccc(OCc2ccc(C(=O)Nc3cccc(C)n3)o2)c(OC)c1
→ 3% | 0% | ? | 0% | 0% | 0% | -0.4% | -14% | ? | 0 | 18%
> COc1ccc2c(c1)c(C(=O)N/N=C/c1ccc(Br)cc1)c(C)n2C
→ -6% | -1% | 34[activator] | -2% | 7% | 3% | -0.4% | -18% | nt | -3 | -38%

# Later entries:
molecule	BCR signal inh	GALK inh	Giardia kill	PTAP TSG101 blk	Tb PFK inh	PKM2 activator	B2AR arrestin	ASM inhibitor	Menin MLL FP TR	FBPA coupling cs	a7 integrin act
COc1ccccc1NC(=S)NCCc1ccccc1	?	4%	3	-15%	-5%	-15%	0.1%	1%	0%	0	-12%
CC1CCN(S(=O)(=O)c2ccc(NC(=O)[C@@H]3CCCC[C@@H]3C(=O)O)cc2)CC1	2%	1%	4	-3%	0%	nt	-0.6%	8%	nt	3	-15%
CCn1c(N2CCN(C(=O)/C=C/c3ccccc3)CC2)nc2ccccc21	?	0%	-6	-2%	2%	-2%	-1.0%	-3%	-4%	-1	-23%
CCN1CCN(C(=O)Cn2ncc3ccsc3c2=O)CC1	14%	1%	2	-5%	2%	-14%	-0.3%	5%	0%	-1	-5%
O=[N+]([O-])c1cc(/C=N/O)ccc1SCc1ccccc1	4%	0%	-10	-5%	2%	2%	0.0%	-2%	-20%	2	3%
O=S(=O)(Nc1ccccc1N1CCCCC1)c1ccccc1	-1%	7%	16	-2%	1%	-12%	-1.2%	-2%	nt	nt	0%

# High-throughput results as filed in PubChem BioAssay.
